Screening data: PubChem, several laboratories
Insulin prom inh: TRM-6 insulin promoter activity inhibition; inhibition, % at 2 µM; hit rate 0.9% among 130,000; TRM-6 cells (human fetal islet line), insulin promoter-eGFP reporter, imaging; reporter expression induced with tamoxifen;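 active = inhibition above the mean plus 3 SD, with well images judged a real hit on visual review, cut at about 60% in these data, passing the limit was not always enough; inconclusive = inhibition over the cutoff but images rejected on review; inactive = inhibition not above the cutoff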
sdo1 growth: compounds rescuing growth of sdo1-depleted yeast, bone marrow failure model; S. cerevisiae sdo1-depleted JHY4D growth rescue, OD600 30 h; stronger effect = higher value; pdr5 snq2 efflux-pump mutant strain; z-score at 10 µM; hit rate 0.21% among 140,000; AID 817;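 active = z-score above 3 at both the 24 hr and the 30 hr optical density reads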;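 note: z-score against mean and SD of all compound wells on the same plate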
sdo1 growth Rescue 24 h: recorded beside sdo1 growth, whose call it bears; z-score; S. cerevisiae sdo1-depleted JHY4D growth rescue, OD600; measured here: growth rescue at 24 h;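 0 is the plate mean of compound wells and units are plate SD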
Starred values were filed as active, the others as inactive; i = inactive; ? = inconclusive; nt = no result given; & = joins results of further samples. This is a subset; the hit share may differ from the screen's.

SMILES	Insulin prom inh	sdo1 growth	sdo1 growth Rescue 24 h
CCCCC(=O)Nc1ccc(NC(=O)c2ccc([N+](=O)[O-])cc2)cc1OC	0	-0.77	0.15
CCCCn1c(=O)[nH]c(=O)c2c1nc(-c1ccc(OCCC)c(OCC)c1)n2CCOC	7	nt	nt
CC1CCN(C(=O)c2cc(Cl)nc3ccccc23)CC1	-27	-0.41	-0.8
O=[N+]([O-])c1cccc(-c2nnc3c4ccccc4c4ccccc4n23)c1	-19	-1.3	-0.95
CC1CC(N(C(=O)C2CC2)c2ccccc2)c2ccccc2N1C(=O)C1CC1 (configuration not stated)	12	-1.4	-1.2
COc1ccc(N=C2NC(=O)/C(=C\C=C\c3ccco3)S2)cc1	-6	nt	nt
CC(C)(C)Oc1ncc(Br)c(OC(C)(C)C)n1	22	0.12	-0.22
O=S(=O)(Nc1ccncc1Cl)c1ccccc1	-31	0.68	0.09
COCCNC(=O)/C(=C/c1ccccc1Cl)c1ccccc1	43	0	-0.14
COc1ccc2nc(N=Nc3ccc(O)c4ccccc34)sc2c1	nt	-2	-1.2
CCOc1ccc2nc(SCC(=O)N(C)C)[nH]c2c1	0	0.03	-0.23
Cc1csc2nnc(N)n12	-14	0.69	-0.02
Cc1cccc(NC(=O)COc2ccccc2)c1	9	-0.64	-0.42
CC(=O)NCCn1c(SCC(=O)OCc2ccccc2)nc2ccccc2c1=O	nt	-0.37&-0.84	-0.64&-1.2
COc1ccc(-c2cc(NCc3ccccn3)n3ncnc3n2)cc1	nt	-0.92	-1.1
CC(C)Cc1nc2oc3c(N4CCN(C)CC4)ncnc3c2c2c1CCCC2	nt	1.1	-0.04
COCC(=O)Nc1nc(-c2ccc(C)cc2)c(C)s1	-314	-0.03	-0.78
COc1ccc(NC(=O)Cn2cnc3c(nnn3-c3ccc(C)cc3)c2=O)cc1	5	nt	nt
Cc1ccc(S(=O)(=O)Nc2nc3ccccc3nc2NCc2ccc3c(c2)OCO3)cc1C	nt	-0.26	-0.6
COc1ccc(NC(C)=O)cc1NC(=O)c1ccc(C#N)cc1	64	nt	nt
COc1ccc(OC)c(-n2c(-c3cccc(O)c3)n[nH]c2=S)c1	-22	-0.01	-0.51
COc1ccc(OC)c(NC(=O)CN(C)CC(=O)Nc2ccccc2Br)c1	18	nt	nt
COc1ccc(C(=O)Nc2nc(N)n(-c3ccccc3)n2)cc1	-17	1.3	0.21
CCOC(=O)CCc1c(C)c2ccc(OCC(=O)OC(C)C)cc2oc1=O	53	1.7	3.8
COc1ccc(-c2nc3ccccc3c(=O)n2CCOc2c(C)cccc2C)cc1	nt	-0.53	-0.51

Given bar-delimited: entries from further up.
SMILES | Insulin prom inh | sdo1 growth | sdo1 growth Rescue 24 h
CCOc1ccc2nc(SCC(=O)N(C)C)[nH]c2c1 | 0 | 0.03 | -0.23
CCCCC(=O)Nc1ccc(NC(=O)c2ccc([N+](=O)[O-])cc2)cc1OC | 0 | -0.77 | 0.15
COCC(=O)Nc1nc(-c2ccc(C)cc2)c(C)s1 | -314 | -0.03 | -0.78
COc1ccc(N=C2NC(=O)/C(=C\C=C\c3ccco3)S2)cc1 | -6 | nt | nt
CC1CC(N(C(=O)C2CC2)c2ccccc2)c2ccccc2N1C(=O)C1CC1 (configuration not stated) | 12 | -1.4 | -1.2
COc1ccc(-c2nc3ccccc3c(=O)n2CCOc2c(C)cccc2C)cc1 | nt | -0.53 | -0.51

Whole records as entered above. Screens in order: Insulin prom inh, sdo1 growth, sdo1 growth Rescue 24 h
`COc1ccc(-c2nc3ccccc3c(=O)n2CCOc2c(C)cccc2C)cc1` is listed with nt, -0.53, -0.51
`CC1CC(N(C(=O)C2CC2)c2ccccc2)c2ccccc2N1C(=O)C1CC1` (configuration not stated) is listed with 12, -1.4, -1.2
`CC(C)(C)Oc1ncc(Br)c(OC(C)(C)C)n1` is listed with 22, 0.12, -0.22

Further compounds:
SMILES	Insulin prom inh	sdo1 growth	sdo1 growth Rescue 24 h
COc1ccc(NS(=O)(=O)c2cc(OCC(N)=O)c(C)cc2Cl)cc1	35	1.4	0.18
Cn1c(=O)c2c3c(sc2n2cnnc12)CCC3	17	1.3	1.4
O=C(CSc1nnc(-c2ccccc2)c(-c2ccccc2)n1)N1CCOCC1	-23	0.27	0.24
CCC(C)Sc1cc(C)c(C#N)c2nc3ccccc3n12 (configuration not stated)	nt	-1.5	-2
CCCOC(=O)c1ccc(NC(=O)c2cn(CC)c3nc(C)ccc3c2=O)cc1	56	1.5	1.5
CCN1CCc2c(sc(N)c2C(N)=O)C1	nt	-0.03	-0.07
COc1cccc(-n2c(SCC(=O)NC3CCCCC3)nc3n[nH]c(C)c3c2=N)c1	nt	-0.21	-0.5
COc1ccc(-n2cnc3sc(-c4ccccc4)cc3c2=O)cc1	33	-0.86	0.25
CCC1=NN(C(=O)CCc2ccccc2O)C(O)(C(F)(F)F)C1 (configuration not stated)	30	0.44	-0.42
Cc1cc(C)c2c(N)c(C(=O)NC3CC3)sc2n1	40	0.95	0.03
COc1cc(C(=O)NC2=NCCS2)ccc1OCc1c(C)noc1C	-43	0.55	1.5
Fc1ccccc1CNc1ccc(Cl)c(Cl)c1	nt	-2.1	-1.1
COC(=O)c1[nH]c2ccc(C)cc2c1NC(=O)CN1CCC(C)CC1	-83	0.7	0.71
Cc1ccc(C(c2nnnn2Cc2cccs2)N2CCN(C(=O)c3ccco3)CC2)cc1 (configuration not stated)	8	-0.06	-0.39
COc1cc(/C=C/C(=O)OCC(=O)Nc2cc(S(=O)(=O)N3CCCCC3)ccc2C)ccc1O	15	0.61	0.89
COc1ccc(NC(=O)CSc2nnc(-c3ccoc3C)n2CC2CCCO2)cc1 (configuration not stated)	i	0.62	0.78
NC(N)=N/N=C/c1c(Cl)cccc1Cl	32	-0.62	-1.5
Cc1ccc(CSC2=NCCN2S(=O)(=O)c2ccccc2)cc1	-464	nt	nt
COc1ccc2c(c1)-c1nc(/N=C/c3ccccc3O)sc1CC2	nt	0.9	0.66
Cc1onc(-c2ccccc2)c1C(=O)Nc1cc(C(F)(F)F)ccc1N1CCOCC1	nt	-1.7	-1.2
O=C(Nc1nc(-c2ccc3c(c2)OCO3)cs1)c1ccncc1	42	-1.2	0.42
Cc1ccc(C)n1-n1c(C)nc2sc3c(c2c1=O)CCCCC3	nt	-1.2	-0.99
O=C(c1ccc(N2CCCCC2)c([N+](=O)[O-])c1)N(c1ccccn1)c1ccccn1	21	nt	nt
CCOc1ccc(CC(=O)N2N=C(C)CC2(O)C(F)(F)F)cc1 (configuration not stated)	-21	-0.06	0.22
CC(=O)Nc1ccc(C#Cc2ccc(NC(C)=O)cc2)cc1	nt	-0.86	-1.3
(further entries)
SMILES	Insulin prom inh	sdo1 growth	sdo1 growth Rescue 24 h
Cc1cc(C)nc(SCc2cc(=O)c(OC(=O)c3ccc(S(=O)(=O)N4CCCC4)cc3)co2)n1	-31	0.4	0.54
COc1ccc(S(=O)(=O)N2CCc3ccccc32)cc1C(=O)OCc1nnc(-c2ccccc2)o1	?	0.05	0.7
COCCn1c(CN2CC(C)CC(C)C2)nc2c1c(=O)n(C)c(=O)n2C (configuration not stated)	nt	-0.04	-0.57
CCOC(=O)c1ccc(NC(=O)CNS(=O)(=O)c2ccccc2)cc1	-13	0.41	0.21
CCOC(=O)Cn1cc(-c2ccccc2)nn1	-26	-1.2	-1.7
COCCn1c(COc2ccc(C)cc2)nc2ccccc21	-109	-0.36	-0.95
Cc1cc2n(c(=O)c1C#N)CCCN2c1ccccc1	-306	1.2	1.9
CCN(CC)CCNc1ccc(CO)c2sc3ccccc3c(=O)c12	-32	0.38	0.27
CCOC(=O)C1C(c2cccc(F)c2)NC(=S)NC1(O)C(F)(F)F (configuration not stated)	-14	0.13	-0.42
Cc1ccnc(N/C=C(/NC(=O)c2ccccc2)C(=O)N/N=C\c2ccc(F)cc2)n1	nt	0.94	1
CCCC(=O)Nc1sc(C)c(-c2ccc(OC)cc2)c1C#N	nt	-0.89	-1.1
CCN(CC)c1ccc(/C=N/N2C(=O)c3ccccc3C2=O)c(O)c1	-20	-0.52	1.1
CC1CCN(C(c2nnnn2CCc2ccccc2)C(C)C)CC1 (configuration not stated)	12	nt	nt
O=C(Cn1nnc(-c2ccncc2)n1)N(C1CCCCC1)C1CCCCC1	-9	-1.1	-0.66
COc1cc2oc3ccccc3c2cc1N(CC(=O)N(C)C)S(=O)(=O)c1ccccc1	-23	-0.79	0.02
COc1ccc(/C(N)=N/OC(=O)c2cccc([N+](=O)[O-])c2C)cc1OC	-22	-2	-0.97
Cn1c(=O)[nH]c(=O)c2c1nc(N1CCN(Cc3ccccc3)CC1)n2CCSc1ncccn1	nt	0.12	-0.21
Cc1cccn2c(=O)c(/C=C(\C#N)S(=O)(=O)c3ccc(Cl)cc3)c(N3CCC(C(N)=O)CC3)nc12	14	-0.07	-0.17
Cc1oc2nc(SCC(=O)Nc3ccc(S(N)(=O)=O)cc3)nc(NC(=O)c3ccccc3)c2c1C	nt	-0.67	0.03
CC(C)=CCC/C(C)=C/C=N/NC(=O)c1ccccc1[N+](=O)[O-]	nt	0.45	0.42
CCOC(=O)c1c(C)n(C)c2ccc(OC(=O)c3ccc([N+](=O)[O-])cc3)cc12	6	0.99	1.6
CCCCOc1ccc(S(=O)(=O)NNC(=O)c2cc3ccccc3o2)cc1	12	-1.9	-1.7
C=CCn1c(SCC(=O)Nc2sccc2C(N)=O)nc2ccc(Cl)cc2c1=O	-16	-0.1	0.31
CCN(CC)C(=O)COC(=O)c1cc(-c2ccco2)nc2ccccc12	-27	nt	nt
CCCCCCOC(=O)c1ccc(NC(=O)c2cc(OC)c(OC)c(OC)c2Br)cc1	62	-0.76	-1.3

Two entries from above, with the structure last:
Insulin prom inh | sdo1 growth | sdo1 growth Rescue 24 h | structure
-21 | -0.06 | 0.22 | CCOc1ccc(CC(=O)N2N=C(C)CC2(O)C(F)(F)F)cc1 (configuration not stated)
nt | -0.86 | -1.3 | CC(=O)Nc1ccc(C#Cc2ccc(NC(C)=O)cc2)cc1

(list continues)
SMILES	Insulin prom inh	sdo1 growth	sdo1 growth Rescue 24 h
COc1ccccc1CNC(=O)c1ccc(NS(C)(=O)=O)cc1	-54	1.8	-0.04
O=S(=O)(/N=C(/Nc1ccc(F)cc1F)c1ccccc1)c1ccccc1	-27	-1.4	-1.4
Cc1cc(S(=O)(=O)N2CCN(c3ncccn3)CC2)ccc1-n1cnnn1	nt	1.1	1.1
CN(C)CCNC(=O)Cc1c(C(=O)O)n(C)c2ccccc12	29	nt	nt
O=C(CSc1ccc2nnc(-c3cccc(F)c3)n2n1)N1CCCc2ccccc21	nt	-0.53	-0.08
Nc1ccc(C(=O)n2c3ccccc3c3ccccc32)cc1	-290	-1.7	-0.51
COc1ccc2cc(C(c3nnnn3C3CCCCC3)N3CCCCCC3)c3nnnn3c2c1 (configuration not stated)	-55	nt	nt
COc1ccc2c(=O)c(N3C(=O)c4ccccc4C3=O)coc2c1	-28	1	0.07
COc1ccccc1N1CCN(C(=O)c2ccc(CS(=O)(=O)c3ccccc3OC)o2)CC1	nt	1.7	1.6
COc1ccc(-n2cccc2/C=C2\C(=N)N3N=C(c4ccco4)SC3=NC2=O)cc1	-25	nt	nt
COc1ccc(C2C(=O)c3ccccc3C2=O)cc1OC	0	nt	nt
O=C(COc1ccc(Cl)cc1)Nc1nc(-c2cccs2)cs1	nt	-0.67	-0.72
CCOc1cc(N2CCOCC2)c(OCC)cc1NC(=O)Cc1ccccc1OC	-20	0.5	0.57
O=C(NCC1CCCO1)c1nc2c(nnn2Cc2ccccc2Cl)c(=O)[nH]1 (configuration not stated)	45	0.47	0.12
Cc1cccc(-n2nnc(C(=O)NCc3ccccn3)c2N)c1	nt	0.33	0.32
N#C/C(=N\Nc1cccc(F)c1)C(=N)N1CCCCCC1	-15	nt	nt
Cc1ccc(C)c(S(=O)(=O)NCc2ccc(C(=O)N3CCCCC3C)cc2)c1 (configuration not stated)	6	0.52	0.46
COc1ccc(S(=O)(=O)/N=C2/C=CC(=O)C(C)=C2C)cc1	-4	-0.65	-0.5
CCN(C(=O)CN(C)Cc1c(F)cccc1Cl)c1c(N)n(Cc2ccccc2)c(=O)[nH]c1=O	nt	0.69	0.85
Oc1[nH]c2c(Cl)cc(Cl)cc2c1N=NC(=S)NCC1CCCO1 (configuration not stated)	nt	0.49	1.9
Cc1cccc(CCNC(=O)C2CCC(CNc3c(N4CCCC4)c(=O)c3=O)CC2)c1 (configuration not stated)	nt	1	0.45
COc1cccc(CN2CCN(Cc3[nH]c4ccccc4c3C)CC2CCO)c1 (configuration not stated)	-65	nt	nt
NC(=O)COC(=O)CC12CC3CC(CC(Br)(C3)C1)C2	21	nt	nt
COC(=O)c1cc(C)sc1NC(=O)CCCC(=O)O	-32	1.1	0.84
CCOC(=O)N1CCN(C(=O)Cn2cc3c(n2)CCCC3)CC1	-35	0.22	0.43
The listing continues:
SMILES	Insulin prom inh	sdo1 growth	sdo1 growth Rescue 24 h
Cc1cc(NC(=O)Nc2ccc(F)cc2)no1	26	-0.37	-0.35
O=C(Nc1ccc2oc(-c3ccccc3Cl)nc2c1)c1ncn[nH]1	-31	-0.53	0.07
CC(=O)Nc1ccc(NC(=O)Cn2cc3c(n2)CCC(C)C3)cc1 (configuration not stated)	43	-0.51	-0.84
COc1ccc(NC(=O)c2cnc(C)cn2)cc1-n1cnnn1	46	0.89	0.62
CC(C(=O)Nc1c2c(cc3c1CCC3)CCC2)N1CCCC1 (configuration not stated)	-31	-0.36	-1.6
CCCCN1CN(Cc2ccco2)CNC1=S	nt	-0.51	-1.4
COC(C(=O)NC(C(C)C)C(C)C)c1ccccc1 (configuration not stated)	0	-0.04	-0.3
